Screening data: PubChem, several laboratories
TROY NFkB inh: inhibitors of TROY-driven NF-kB signaling, primary screen, Q293 LMP1-TROYcd cells, NF-kB luciferase, uHTS; Q293 LMP1-TROYcd NF-kB luciferase reporter, 4 h; inhibition, % at 10 µM; 0.98% of 360,000 active;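 active = compounds whose plate-normalised and pattern-corrected inhibition of the luciferase reporter signal at the single screening dose is 50% or more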
TLR9-MyD88 inh: inhibitors of TLR9-MyD88 association in cells, primary screen, cell-based, CHO, BLA complementation, fluorescence; CCF4 FRET ratio; Toll-like receptor 9 (Homo sapiens) + Myeloid differentiation primary response protein …; AID 504734, 2011; inhibition, % at 4.98 µM; 0.21% of 340,000 active;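 active = inhibition above the mean over all tested compounds plus 3 SD, cut at about 21% in these data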;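 also: 0% = DMSO only wells and 100% = clavulanate BLA inhibitor control wells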
NOD2 RIPK2 PPI: NOD2-RIPK2 binding disruptors in cells, primary screen, fluorescence, CHO cells, BLA complementation; CCF4 ratio; inhibition, % at 4.98 µM; 0.38% of 360,000 active; AID 624267, 2012; in the data active = inhibition above about 21%;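 also: 0% = vehicle only and 100% = reference blocker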
LMP1 NFkB inh: EBV LMP1-driven NF-kappaB luciferase reporter inhibitors, primary screen, cell-based, luminescence, single point; LMP1-induced NF-kappaB luciferase reporter cells; inhibition, % at 12.5 µM; 0.69% of 350,000 active; AID 504558, 2011; in the data active = inhibition above about 41%;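 also: 0% = neutral control wells and 100% = reference inhibitor control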
COUP-TFII inh: NR2F2 transcriptional activity inhibitors, primary screen, cell-based, luciferase reporter, HEK293T, luminescence | COUP transcription factor 2 (Homo sapiens), P24468 | HEK293T NGFI-A luciferase reporter | inhibition, % at 8.6 µM | 0.7% of 370,000 active | AID 686940, 2013;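 active = inhibition above a per-plate cutoff, mean inhibition of test wells between control levels plus 3 SD, cut at about 38% in these data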;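 also: cells cotransfected with COUP-TFII expression vector driving the NGFI-A reporter; 0% = median of COUP-TF2 test wells and 100% = reporter-only cells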
NCOA2 inhibitor: inhibition of GAL4-SRC2 driven luciferase reporter, primary screen, SRC2 inhibitor project, cell-based, luminescence | Nuclear receptor coactivator 2 (Homo sapiens), Q15596 | HEK293 GAL4-SRC2 luciferase reporter | inhibition, % at 9 µM | 0.17% of 370,000 active | AID 651957, 2012;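 active = inhibition above the mean inhibition of all tested compounds plus 3 SD, set per campaign, cut at about 52% in these data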;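 also: 0% = DMSO treated cells and 100% = cells given Gossypol at 36 µM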
LRH-1 inv ag: LRH-1 (NR5A2) inverse agonists, primary screen, cell-based, luminescence, HEK293T, StAR-luciferase reporter; Nuclear receptor subfamily 5 group A member 2 (Homo sapiens), O00482; LRH-1 transfected, 24 h; inhibition, % at 3.6 µM; 0.13% of 360,000 active;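 active = inhibition above the mean inhibition of all tested compounds plus 3 SD, cut at about 73% in these data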;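 also: 0% = DMSO wells and 100% = reporter-only cells lacking LRH-1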
NCOA1 inh: SRC1 coactivator transcriptional activity inhibitors, primary screen, cell-based, luminescence. Nuclear receptor coactivator 1 (Homo sapiens), Q15788. HEK293 GAL4-SRC1 luciferase reporter. inhibition, % at 3.6 µM. 0.12% of 360,000 active. AID 588354, 2011;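 active = inhibition above the campaign mean plus 3 SD, with each screening campaign given its own cutoff, cut at about 60% in these data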;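 also: 0% = DMSO treated cells and 100% = gossypol at 36 µM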
Target sequence (Q15788 whole entry, looked up, the tested form may be a part): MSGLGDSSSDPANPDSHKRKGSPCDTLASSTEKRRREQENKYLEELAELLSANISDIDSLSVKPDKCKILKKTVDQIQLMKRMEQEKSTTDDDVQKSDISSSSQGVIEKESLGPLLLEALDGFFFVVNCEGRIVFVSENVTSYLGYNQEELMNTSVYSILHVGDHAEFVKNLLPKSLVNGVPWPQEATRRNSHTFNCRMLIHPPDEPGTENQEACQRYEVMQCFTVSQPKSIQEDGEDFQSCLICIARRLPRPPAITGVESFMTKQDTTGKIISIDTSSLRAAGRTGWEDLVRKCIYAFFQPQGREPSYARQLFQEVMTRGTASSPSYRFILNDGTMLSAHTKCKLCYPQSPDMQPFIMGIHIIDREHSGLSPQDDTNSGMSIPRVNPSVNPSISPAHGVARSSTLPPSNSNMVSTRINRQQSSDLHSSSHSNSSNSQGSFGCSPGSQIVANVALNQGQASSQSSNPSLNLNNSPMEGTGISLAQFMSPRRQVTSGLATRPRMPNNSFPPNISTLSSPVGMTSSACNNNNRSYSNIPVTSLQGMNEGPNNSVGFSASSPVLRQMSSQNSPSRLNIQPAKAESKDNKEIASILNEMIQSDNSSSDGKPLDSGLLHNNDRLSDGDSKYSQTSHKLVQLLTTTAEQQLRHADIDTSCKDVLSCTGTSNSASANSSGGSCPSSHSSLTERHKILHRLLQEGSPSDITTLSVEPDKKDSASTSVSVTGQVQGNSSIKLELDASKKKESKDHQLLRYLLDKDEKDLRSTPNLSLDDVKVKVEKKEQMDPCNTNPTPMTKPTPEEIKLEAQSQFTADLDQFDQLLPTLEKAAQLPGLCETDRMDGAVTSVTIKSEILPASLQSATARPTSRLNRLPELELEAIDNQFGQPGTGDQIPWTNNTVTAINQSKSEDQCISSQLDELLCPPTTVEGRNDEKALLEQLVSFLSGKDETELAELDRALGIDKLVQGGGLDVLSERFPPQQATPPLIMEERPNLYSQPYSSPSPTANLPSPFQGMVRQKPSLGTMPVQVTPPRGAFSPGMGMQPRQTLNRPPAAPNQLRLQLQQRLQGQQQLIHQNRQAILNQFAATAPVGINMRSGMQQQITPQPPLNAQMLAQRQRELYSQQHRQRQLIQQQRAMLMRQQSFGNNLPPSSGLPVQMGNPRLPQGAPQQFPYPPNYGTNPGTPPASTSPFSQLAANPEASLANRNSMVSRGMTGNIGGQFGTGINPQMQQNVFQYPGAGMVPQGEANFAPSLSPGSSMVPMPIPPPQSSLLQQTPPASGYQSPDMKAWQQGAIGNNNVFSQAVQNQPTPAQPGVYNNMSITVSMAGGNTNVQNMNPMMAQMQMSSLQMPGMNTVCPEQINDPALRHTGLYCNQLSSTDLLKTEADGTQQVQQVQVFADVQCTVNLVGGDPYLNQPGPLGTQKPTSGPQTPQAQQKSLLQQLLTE
Vif imaging: HIV Vif self-association inhibitors, primary screen, imaging, HEK293T, single point; HEK293T cells, Vif self-association by quenched fluorescence, 24 h; inhibition, % at 7.49 µM; 0.35% of 340,000 active; AID 602346, 2012; in the data active = inhibition above about 50%, passing the limit was not always enough; also: some results filed as inactive read as strong as hits
NCOA3 inh: SRC3 coactivator transcriptional activity inhibitors, primary screen, cell-based, luminescence | AID 588352, 2011 | 0.17% of 360,000 active | inhibition, % at 3.6 µM | HEK293 GAL4-SRC3 luciferase reporter | Nuclear receptor coactivator 3 (Homo sapiens), Q9Y6Q9;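 active = inhibition above a per-campaign cutoff, the mean of all compounds plus 3 SD, cut at about 60% in these data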;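 also: 0% = DMSO-treated cells and 100% = gossypol-treated cells at 36 µM; higher means less SRC3-driven luciferase light from the GAL4 reporter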
TRAIL sens C8: viability loss with TRAIL in NB7+C8 cells, primary screen, TRAIL sensitizer project, cell-based, ATPlite luminescence; AID 624354, 2012; inhibition (viability loss, TRAIL sensitization), % at 10 µM; 1% of 360,000 active;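 active = compounds causing at least 50% loss of cell viability in the single-dose screen, relative to plate controls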
* = called active by the depositor; . = not tested or not shown.

SMILES | TROY NFkB inh | TLR9-MyD88 inh | NOD2 RIPK2 PPI | LMP1 NFkB inh | COUP-TFII inh | NCOA2 inhibitor | LRH-1 inv ag | NCOA1 inh | Vif imaging | NCOA3 inh | TRAIL sens C8
O=C(C1=C(O)C(=O)N(c2ncccn2)C1c1cccc(Cl)c1)c1ccco1 (stereo unspecified) | 4 | 10 | -1 | -13 | -9 | 2 | 15 | -14 | 13 | 5 | 7
Cc1cc(-c2ccccc2)cc(-c2ccccc2)[n+]1C | 9 | 2 | 9 | 5 | 17 | 16 | 12 | 2 | -1 | -9 | -20
O=C(COC(=O)c1ccccc1Br)NCCC1=CCCCC1 | -23 | -8 | -3 | -5 | -14 | -42 | -26 | -36 | 2 | -15 | -7
COc1ccc(NC(=O)N2CCCC2C(=O)NC2CCCC2)cc1 (stereo unspecified) | 5 | -12 | -8 | 4 | -4 | -6 | 2 | -45 | 0 | 13 | 18
COc1ccc(-c2cc(=O)[nH][nH]2)cc1 | -46 | 5 | 2 | 7 | 7 | 3 | 10 | 17 | -1 | 12 | -6
Cc1cc(=O)[nH]c2cc(O)ccc12 | -6 | -1 | -7 | -14 | 4 | -14 | 8 | 1 | 2 | 7 | -6
CSc1cccc(NC(=O)c2ccc(NC3=NC4CS(=O)(=O)CC4S3)cc2)c1 (stereo unspecified) | -4 | 1 | -3 | 8 | 5 | -2 | -8 | -11 | 5 | -4 | 9
Cc1ccc(C)c2c1CCCC2=O | 1 | 3 | 4 | -3 | -17 | -3 | 13 | -8 | . | 18 | 6
CN1CCN(S(=O)(=O)c2ccc(SCCOc3ccc(Cl)cc3)nc2)CC1 | 5 | -13 | -4 | 6 | 14 | -3 | -3 | 3 | -1 | 21 | 12
Cc1cccc(C(=O)N2CCN(S(=O)(=O)N3CCCCCC3)CC2)c1 | 2 | 2 | -9 | 5 | -5 | -7 | -3 | 21 | 10 | -17 | 2
CN(CCC#N)C(=O)c1cc2c(Cl)nc3ccccc3c2s1 | -10 | 5 | 0 | 2 | -15 | -1 | -2 | 3 | 19 | -3 | 16
Nc1c(C(=O)N2CCCCC2)sc2nc3c(cc12)CCCC3 | 17 | 0 | -3 | -27 | -37 | -73 | -24 | -35 | 0 | -20 | 4
CC(C)CC(=O)NC(Nc1ccc([N+](=O)[O-])cc1)C(Cl)(Cl)Cl (stereo unspecified) | 6 | 9 | 8 | -2 | 3 | 7 | 40 | 5 | 4 | 25 | 21
Nc1nc(NS(=O)(=O)c2ccc(Cl)cc2)nn1-c1ccccc1 | -17 | 10 | -14 | 6 | 1 | 16 | 8 | 5 | -16 | 2 | 5
O=C(Nc1ccon1)c1cccc(S(=O)(=O)N2CCCCCC2)c1 | -23 | 0 | -4 | -5 | 7 | -8 | -3 | -4 | -12 | 21 | -2
O=C(c1ccc(OC2CCN(Cc3ccccn3)CC2)cc1)N1CCCCO1 | -5 | -4 | -5 | 5 | -10 | -6 | -31 | -3 | 5 | 18 | -6
O=C1c2ccccc2C(=O)N1CCSc1ncn[nH]1 | 17 | -19 | -5 | 4 | -19 | -19 | -12 | -11 | 12 | -2 | -2
Cc1ccc(S(=O)(=O)N2[C@@H](c3ccc(Cl)c(Cl)c3)C(C(=O)O)=C[C@H]2CC2CCCC2)cc1 | 67* | -5 | -3 | -4 | 1 | -9 | 8 | 8 | -1 | 15 | -2
CCN1CCCC1Cn1cnc2c([nH]c3ccc(OC)cc32)c1=O (stereo unspecified) | 12 | 1 | -4 | -2 | 7 | -3 | 8 | -7 | -4 | -7 | 2
COc1cc(C(=O)OCC(=O)NCc2ccc(F)cc2)ccc1OCC(C)C | -6 | -5 | 1 | 2 | -9 | -19 | 6 | -35 | 6 | -14 | 21
Cc1cccc(-n2ccnc2CN2CCN(C(C)C)C(CCO)C2)c1 (stereo unspecified) | 5 | -7 | -3 | -3 | -13 | -26 | 20 | -7 | -3 | 6 | -2
COCCNc1ccc(-c2nn(C)c(=O)c3ccccc23)cc1[N+](=O)[O-] | -12 | 9 | -9 | 1 | -9 | -17 | 7 | 15 | 3 | 3 | 7
O=C(CCCN1C(=O)/C(=C/c2ccc(F)cc2)SC1=S)NCCCn1ccnc1 | -16 | 8 | -1 | 9 | 25 | 28 | 20 | 0 | 4 | 6 | 12
CN(C)CCCNC(=O)/C=C/c1ccc(OCc2c(F)cccc2Cl)cc1 | -24 | -15 | 6 | -8 | -10 | 3 | 0 | -3 | 6 | 18 | -8
CCc1ccccc1NC(=O)C1CCN(S(=O)(=O)c2ccc3c(c2)N(C(C)=O)CCO3)CC1 | -9 | -9 | -10 | -1 | -4 | -9 | 23 | 5 | 6 | 2 | 7
COCCNC(=O)c1onc(CSc2cccc(C)c2)c1C(=O)O | -11 | 3 | -5 | -3 | 8 | -4 | 7 | 1 | 8 | -1 | -6
COc1ccc(CC(=O)NNC(=O)c2ccc(NC(C)=O)cc2)cc1 | -7 | -22 | -3 | 4 | -16 | -10 | -10 | 17 | -3 | 12 | 0
CCOC(=O)Cn1c(-c2ccc(Cl)nc2)nc2ccccc21 | 3 | 2 | -8 | -9 | -20 | -18 | -2 | -8 | -1 | 16 | 9
Cc1ccc(NC(=O)CN2C(=O)NC3(CCCCCCC3)C2=O)cc1C | -4 | -18 | 2 | -11 | -22 | 5 | -23 | -5 | -1 | 13 | -6
O=C(NCC1CCCO1)C(=O)N/N=C/c1ccc(OCc2ccccc2Cl)cc1 (stereo unspecified) | -50 | 5 | 6 | -7 | 10 | -7 | -8 | -12 | 17 | -6 | -2
COC(=O)C1=C(C)NC(=O)NC1c1cc(Cl)ccc1OC (stereo unspecified) | -4 | -10 | 2 | 7 | 1 | -11 | 16 | -2 | 9 | 7 | -5
Cc1ccc(Cn2cccc2/C=N/NC(=S)Nc2ccc(C)cc2)cc1 | -14 | 3 | 5 | 6 | -9 | -33 | -19 | -10 | -1 | -1 | -5
O=C(Nc1ccc(F)cc1)c1sccc1SCc1cccc(C(F)(F)F)c1 | 0 | 8 | 14 | -9 | 29 | 26 | 10 | -1 | -2 | -3 | 4
COCCn1c(-c2ccccc2Cl)nc2c(c(=O)c3ccccc3n2C)c1=O | 13 | 10 | -1 | 6 | -16 | 2 | -11 | -11 | 13 | 4 | 3
Cc1cccc(CC2CC(=O)N(c3ncccn3)C2=O)c1 (stereo unspecified) | 14 | 8 | -6 | -6 | -11 | 2 | 9 | 3 | -3 | 12 | -14
CCOC(=O)C(C(=O)OCC)C(C)(C)/C(C)=N\Nc1ccc([N+](=O)[O-])cc1[N+](=O)[O-] | 8 | -7 | -8 | 0 | 8 | -3 | 2 | -17 | -4 | 8 | 12
CC1(C(=O)Nc2ccccc2)CCN1C(=O)CCc1ccc(Cl)cc1Cl (stereo unspecified) | 4 | . | 5 | . | 10 | 0 | 19 | -3 | -9 | 4 | -2
Cc1cc(NS(=O)(=O)c2ccc(Nc3nc(-c4ccc(O)cc4)cs3)cc2)no1 | 4 | 4 | -8 | 1 | 7 | -15 | 9 | -41 | 2 | -4 | -7
c1cnc2ccc(C(c3nnnn3C3CCCC3)N3CCN(c4nc5ccccc5s4)CC3)cc2c1 (stereo unspecified) | -6 | -14 | -20 | 10 | 7 | -32 | 1 | -5 | -12 | 23 | 18
COc1ccc(NC(=O)CN2C(=O)C(C)SC(C)C2=O)cc1 (stereo unspecified) | -2 | -1 | 5 | -13 | -17 | -35 | 25 | -3 | -4 | -2 | 1
NS(=O)(=O)c1ccc(N=Nc2c(O)[nH]c3ccc(Br)cc23)cc1 | -6 | 10 | 1 | -55 | -8 | 16 | 41 | 48 | 2 | 2 | 4
Cc1cccc(-n2cnc3sc(C)c(C)c3c2=O)c1 | -31 | 9 | 8 | -2 | 1 | -30 | -16 | 0 | 5 | -13 | 5
CCC(=O)Nc1ccc(Br)c(Cl)c1 | -19 | 1 | 2 | 4 | 0 | -10 | 8 | 1 | 0 | 7 | -29
O=c1cc(CSc2ccccc2)[nH]c2ccccc12 | 31 | 1 | 2 | -4 | -17 | 17 | 13 | 21 | -6 | 15 | 0
Cc1ccccc1CSc1nnc(-c2cccs2)n1Cc1ccco1 | -7 | -11 | 0 | 2 | 3 | 3 | 21 | 11 | -9 | 3 | 5
CCOCC(=O)N1CCC(Cc2ccccc2)CC1 | 2 | . | -20 | 1 | 6 | 0 | 9 | -13 | 0 | 8 | 4
CCc1nnc(NC(=O)CSc2nnc(-c3cc4ccccc4cc3O)n2CC)s1 | 30 | -7 | -3 | -1 | 2 | 11 | -4 | -17 | -5 | 10 | -14
Clc1ccc(N/N=C/c2cccnc2)cc1 | -30 | -5 | 1 | -37 | 10 | -13 | -32 | -12 | -14 | -3 | 13
O=C(COc1ccccc1Cl)NCCCNC(=O)c1ccco1 | -4 | -8 | 1 | 1 | 3 | 12 | -11 | 11 | -6 | 3 | -2
O=C(NCc1ccccc1)c1cc(C2CCCN(C(=O)c3ccccc3)C2)on1 (stereo unspecified) | 4 | . | -5 | . | -4 | -8 | 19 | -4 | 7 | -3 | -20
CC1Oc2ccccc2N(CC(=O)Nc2ccccc2F)C1=O (stereo unspecified) | -16 | 13 | 5 | 7 | 5 | 12 | 16 | 4 | -1 | -4 | -6
COc1cc(OC)cc(C(=O)NCc2ccc3[nH]c(C)cc3c2)c1 | -9 | -2 | 0 | 4 | 7 | 10 | -1 | 1 | -9 | 3 | 1
C=CCn1c(=O)/c(=C\c2ccccn2)s/c1=C(/C#N)C(=O)NCC1CCCO1 (stereo unspecified) | 11 | -3 | 3 | -5 | -2 | -25 | -10 | -12 | 4 | 1 | -8
CCn1c(C(=O)N2CCc3ccccc3C2)cc2sccc21 | -8 | -8 | 3 | 2 | 12 | -28 | 3 | 7 | 4 | -1 | -7
CCCNC(=O)NC(=O)COC(=O)CC(NC(N)=O)c1ccc(Cl)cc1 (stereo unspecified) | 1 | 2 | 1 | -4 | 9 | -33 | 3 | -5 | 2 | 11 | 4

An excerpt; rates above refer to the full screens.
